TDP-43 yeast inh: inhibitors of TDP-43 toxicity in yeast; TDP-43 expressing yeast growth rescue, BacTiter-Glo, 24 h; Potency, µM (top dose mostly 46.1 µM), without a hit: at the top dose growth rescue (activation), usual class: activators; 410,000 tested, 1.8% active; further: potency means the concentration at half of the fitted maximal effect; % of control where 0% means no effect; nearly all actives have a fitted effect of over 50% in size
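Luminescence from BacTiter-Glo reports growth of TDP-43-expressing yeast after 24 hr at 30 deg C with compound. Cells were raffinose-pregrown to mid-log, then seeded in galactose medium at OD600=0.02.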
MmCpn inh: inhibitors of Methanococcus maripaludis chaperonin (MmCpn); 330,000 tested, 0.031% active; AID 504842; purified Mm-Cpn ATPase, ADP Transcreener TR-FRET; Potency, µM (doses to about 76.9 µM), without a hit: top-dose activity, negative = inhibition, actives largely listed as inhibitors; further: potency means the concentration at half of the fitted maximal effect; on the % scale 0 is the no-effect control and ±100 the full control effect; nearly all actives have a fitted effect of over 80% in size
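Purified archaeal Mm-CPN (25nM final) preincubated 10 min at 37degC with compound, then 10uM ATP for 30 min at 37degC; ADP measured by HTRF Transcreener TR-FRET; buffer 30 mM TRIS pH 7.4, 100mM KCl, 5mM MgCl2, 1mM DTT.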
aSyn rescue: inhibitors of alpha-synuclein toxicity in yeast. Yeast expressing alpha-synuclein, growth rescue, BacTiter-Glo, 24 h. Potency, µM (top dose mostly 46.1 µM), for inactives: at the highest dose growth rescue (activation), usual class: activators. 370,000 tested, 0.14% active; further: potency means the concentration at half of the fitted maximal effect; % of control where 0% means no effect; nearly all actives have a fitted effect of over 65% in size
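Screening used galactose-induced yeast with toxic alpha-synuclein levels, exposed to compound for 24 hr at 30 deg C. Cell growth, read with BacTiter-Glo luminescence, gave the measured signal.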
PTHR1 agonist: agonists of human PTHR1 parathyroid hormone receptor; Q03431; HEK293 GP2 PTHR1 cells, GloSensor cAMP luminescence, 1 h; Potency, µM (doses to about 115 µM), for the others: at the top dose activation, hits mostly activators; 410,000 tested, 0.075% active; AID 743266; further: potency means the concentration at half of the fitted maximal effect; nearly all actives have a fitted effect of over 55% in size; some results filed as inactive show a strong effect at the top dose; inactives centre near -15; many of its hits are not listed in these tables
Target sequence (Q03431 whole entry, looked up): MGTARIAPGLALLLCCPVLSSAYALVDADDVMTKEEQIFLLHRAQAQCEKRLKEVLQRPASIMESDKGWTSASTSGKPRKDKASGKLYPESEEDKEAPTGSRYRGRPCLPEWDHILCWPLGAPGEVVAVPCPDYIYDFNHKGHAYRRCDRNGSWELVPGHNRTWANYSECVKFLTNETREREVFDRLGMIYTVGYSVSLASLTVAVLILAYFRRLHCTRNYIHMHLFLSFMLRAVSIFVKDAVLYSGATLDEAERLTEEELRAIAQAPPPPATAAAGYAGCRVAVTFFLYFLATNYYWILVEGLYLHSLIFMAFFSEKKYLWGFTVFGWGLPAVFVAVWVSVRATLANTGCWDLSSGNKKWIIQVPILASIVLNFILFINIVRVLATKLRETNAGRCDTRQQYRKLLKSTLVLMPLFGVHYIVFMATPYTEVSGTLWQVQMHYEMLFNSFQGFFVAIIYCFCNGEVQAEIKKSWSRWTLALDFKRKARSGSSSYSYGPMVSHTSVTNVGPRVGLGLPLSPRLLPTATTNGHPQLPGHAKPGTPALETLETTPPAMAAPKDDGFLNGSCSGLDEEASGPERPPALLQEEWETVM
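HEK-293-derived GP2 cells expressing PTHR1 and a GloSensor cAMP reporter, 3,000/well, plated overnight, given luciferin plus IBMX (each 0.5 mM as added) for 1 h at 37 °C, then compound for 1 h at 37 °C. Luminescence was read after 15 min at room temperature.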
Abeta yeast res: A-beta toxicity reversal in yeast | yeast expressing A-beta42, growth rescue, OD600, 48 h; response scale: 0% DMSO, 100% iron-clioquinol control | Potency, µM (highest dose often 46.1 µM), for inactives: top-dose growth rescue, usual class: activators | 410,000 tested, 0.063% active; further: potency means the concentration at half of the fitted maximal effect; nearly all actives have a fitted effect of over 55% in size
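Growth rescue measured by 600 nm absorbance after 48 h yeast culture at 30 C with compound. Values normalized between DMSO and an equimolar ferric chloride plus clioquinol control.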
HEK293 tox: cytotoxicity in counter-screen for GLP-1R inverse agonists; HEK293 cAMP-luciferase reporter cells, luminescence, 24 h; Potency, µM (series often up to 38.3 µM), for inactives: top-dose activity change, negative = inhibition, most hits filed as inhibitors; 410,000 tested, 0.13% active; AID 624418;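 further: loss of luciferase light is scored as toxicity; potency means the concentration at half of the fitted maximal effect; on the % scale 0 is the no-effect control and ±100 the full control effect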
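To flag toxic compounds, the library was rerun on cells for 24 hr at 37 deg C and 5% CO2. Viability-linked luminescence was captured 12 min after adding luciferase detection reagent.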
Akt phos inh: Akt phosphorylation inhibition; 360,000 tested, 0.32% active; activity change, % for hits at 50 µM; AID 651550; Neuro2A IGF-stimulated pAkt S473 HTRF, 20 min; active compounds read low; in the data active means activity change below about -80%; inconclusive means mostly about -51% to -80%; further: on the % scale 0 is the no-effect control and ±100 the full control effect
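Neuro2A cells in DMEM with 0.5% FBS, overnight at 37 deg C, given compound at single 50 µM final, then IGF (6 nM final) for 20 min at 37 deg C. Lysed; phospho-Akt Ser473 by HTRF after 24 h, 665/615 ratio.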
GLP-1R inv ag: acts as inverse agonist at human GLP-1 receptor | HEK293 GLP-1R CRE-luciferase, luminescence, 24 h; GLP-1R form is constitutively active | Potency, µM (top dose mostly 38.3 µM), for inactives: at the highest dose activity change, negative = inhibition, hits mostly inhibitors | 410,000 tested, 1.6% active | AID 624417; further: potency means the concentration at half of the fitted maximal effect; on the % scale 0 is the no-effect control and ±100 the full control effect; nearly all actives have a fitted effect of over 55% in size
Target sequence (P43220 whole entry, looked up): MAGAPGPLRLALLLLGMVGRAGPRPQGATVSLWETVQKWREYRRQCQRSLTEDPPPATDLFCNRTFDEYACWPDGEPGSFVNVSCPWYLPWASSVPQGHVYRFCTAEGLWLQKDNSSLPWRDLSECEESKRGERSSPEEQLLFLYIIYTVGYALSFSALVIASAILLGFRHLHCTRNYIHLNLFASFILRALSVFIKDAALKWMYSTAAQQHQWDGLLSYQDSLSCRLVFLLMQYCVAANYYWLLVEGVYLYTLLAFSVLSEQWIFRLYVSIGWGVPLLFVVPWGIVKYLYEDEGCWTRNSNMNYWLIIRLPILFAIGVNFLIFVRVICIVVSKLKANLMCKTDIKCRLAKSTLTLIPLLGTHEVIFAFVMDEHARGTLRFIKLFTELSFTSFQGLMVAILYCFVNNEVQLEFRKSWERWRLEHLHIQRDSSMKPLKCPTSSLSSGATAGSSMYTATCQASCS
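HEK293 cells stably co-expressing a cAMP-responsive luciferase reporter and constitutively active GLP-1R were seeded, incubated 12 h, then exposed to compounds for 24 h at 37 C. Luminescence was read 12 min after detection reagent; inverse agonists lower signal.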
FUS yeast rescue: FUS proteinopathy suppression in yeast | S. cerevisiae FUS-expressing, growth rescue, OD600, 24 h | 390,000 tested, 0.24% active | AID 1347120 | Potency, µM (series often up to 76.6 µM), for inactives: at the highest dose growth rescue (activation), actives largely listed as activators;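 further: potency means the concentration at half of the fitted maximal effect; plate controls were DMSO vehicle for no effect and reference control for full effect; nearly all actives have a fitted effect of over 55% in size; some results filed as inactive show a strong effect at the top dose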
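Yeast FUS proteinopathy model; galactose-induced FUS (2%), starting OD 0.005. Cpds in dilution series, 24hr, 30C, 99% humidity. Abs 600 nm growth. Pos ctrl CP55940 (top 92uM final); neg ctrl DMSO.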
* marks the source's active call; other numbers are inactive results; [ ] = another dose, or the depositor's remark. Unless noted, the call rests on the fitted dose curve; in most records, active means well fitted curve in the direction sought with a large enough effect; inconclusive means small, poorly fitted or top-dose-only effect, or another doubt; inactive means no such curve, though single readings can be large; an effect the other way counts as inactive or inconclusive.

What do the screens show for `CN1CCC(N(C)C(=O)c2cc(S(=O)(=O)N(C)c3ccccc3)ccc2Cl)CC1`?
TDP-43 yeast inh: 7.9%; MmCpn inh: -0.4%; aSyn rescue: -7.1%; PTHR1 agonist: inconclusive; Abeta yeast res: 0.9%; HEK293 tox: -0.1%; Akt phos inh: inactive; GLP-1R inv ag: 17.5%; FUS yeast rescue: -4.3%

What do the screens show for `Cc1ccc(NC2CCCN(C(=O)c3cc(C(C)C)nn3C)C2)cc1C` (configuration not stated)?
TDP-43 yeast inh: inconclusive; aSyn rescue: 0.1%; PTHR1 agonist: -1.5%; Abeta yeast res: 4.8%; HEK293 tox: -19.7%; Akt phos inh: inactive; GLP-1R inv ag: inconclusive; FUS yeast rescue: 10.0%

Results for O=[N+]([O-])c1ccccc1N/N=C/c1cc2ccccc2nc1Cl ?
TDP-43 yeast inh: -5.1%; MmCpn inh: 3.3%; aSyn rescue: 1.9%; PTHR1 agonist: inactive; Abeta yeast res: 11.3%; HEK293 tox: 4.9%; Akt phos inh: inactive; GLP-1R inv ag: 0.0%; FUS yeast rescue: -0.7%

Results for COc1ccc(C(=O)N2CC(=O)Nc3ccc(F)cc3C2c2ccccc2)cc1 (configuration not stated) ?
TDP-43 yeast inh: -14.5%; MmCpn inh: -0.4%; aSyn rescue: 0.9%; PTHR1 agonist: -16.8%; Abeta yeast res: 8.5%; HEK293 tox: -7.0%; Akt phos inh: inactive; GLP-1R inv ag: -10.1%; FUS yeast rescue: 10.6%

How did O=C(Nc1nnc(-c2ccncc2)s1)C1CCCO1 (configuration not stated) do in these assays?
TDP-43 yeast inh: -15.9%; MmCpn inh: 0.3%; aSyn rescue: -2.6%; PTHR1 agonist: inactive; Abeta yeast res: 17.3%; HEK293 tox: -10.4%; Akt phos inh: inactive; GLP-1R inv ag: 9.2%

How did O=C(NCc1ccccc1)C(C1CC1)n1c(CSCCOc2ccccc2)nc2ccccc21 (configuration not stated) do in these assays?
TDP-43 yeast inh: 20.9%; aSyn rescue: 18.4%; PTHR1 agonist: -6.3%; Abeta yeast res: 5.2%; HEK293 tox: -12.9%; Akt phos inh: inactive; GLP-1R inv ag: inconclusive; FUS yeast rescue: 39.2%

How did COCCn1c(SCC(=O)Nc2cccnc2Cl)nc2ccccc2c1=O do in these assays?
TDP-43 yeast inh: -0.5%; MmCpn inh: 0.3%; aSyn rescue: -2.4%; PTHR1 agonist: inactive; Abeta yeast res: 8.0%; HEK293 tox: -23.9%; Akt phos inh: inactive; GLP-1R inv ag: 25.0%

What do the screens show for `COc1ccc(CNC(=O)CCc2c(C)nc3ncnn3c2C)cc1`?
TDP-43 yeast inh: -6.1%; MmCpn inh: 1.2%; aSyn rescue: -14.4%; PTHR1 agonist: inactive; Abeta yeast res: 2.8%; HEK293 tox: -15.3%; Akt phos inh: inactive; GLP-1R inv ag: -11.7%; FUS yeast rescue: -1.4%

Results for O=[N+]([O-])c1cccc(/C=N/Nc2cc(Cl)nc(-c3ccccc3)n2)c1 ?
TDP-43 yeast inh: 16.9%; MmCpn inh: -0.1%; aSyn rescue: -1.6%; PTHR1 agonist: -21.8%; Abeta yeast res: 6.5%; HEK293 tox: -10.3%; Akt phos inh: inactive; GLP-1R inv ag: -17.7%; FUS yeast rescue: -7.5%

How did Cc1ccccc1C(=O)Nc1ccnn1C1CCN(Cc2c(C)n(C)c3ccccc23)CC1 do in these assays?
TDP-43 yeast inh: -6.2%; MmCpn inh: 0.3%; aSyn rescue: 17.0%; PTHR1 agonist: inactive; Abeta yeast res: 3.5%; HEK293 tox: -20.6%; Akt phos inh: inactive; GLP-1R inv ag: 11.2µM*; FUS yeast rescue: 10.8%

How did O=C(Nc1nc(-c2ccc(Cl)s2)cs1)c1ccccc1 do in these assays?
TDP-43 yeast inh: -9.9%; MmCpn inh: -16.5%; aSyn rescue: -24.7%; PTHR1 agonist: -36.9%[inhibitor]; Abeta yeast res: -0.8%; HEK293 tox: 24.3%; Akt phos inh: inactive; GLP-1R inv ag: inconclusive; FUS yeast rescue: 13.5%

What do the screens show for `O=C(Nc1ccc(Br)cc1)c1cc2ccccn2n1`?
TDP-43 yeast inh: -1.8%; MmCpn inh: -6.2%; aSyn rescue: -10.7%; PTHR1 agonist: -39.7%[inhibitor]; Abeta yeast res: 1.3%; HEK293 tox: -10.1%; Akt phos inh: inactive; GLP-1R inv ag: 3.8%; FUS yeast rescue: -19.4%

What do the screens show for `Cn1c(Cn2c(=O)sc3ccccc32)nnc1SCc1ccccc1`?
TDP-43 yeast inh: 19.5%; MmCpn inh: -1.7%; aSyn rescue: 0.6%; PTHR1 agonist: -45.6%[inhibitor]; Abeta yeast res: 16.1%; HEK293 tox: 2.7%; Akt phos inh: inactive; GLP-1R inv ag: -11.3%; FUS yeast rescue: 1.9%

What do the screens show for `CCc1cccc(C)c1NC(=O)c1cc(C)oc1C`?
TDP-43 yeast inh: -14.6%; MmCpn inh: 0.3%; aSyn rescue: -1.3%; PTHR1 agonist: -8.7%[57.5 µM]; Abeta yeast res: -9.3%; HEK293 tox: 0.4%; GLP-1R inv ag: -3.8%; FUS yeast rescue: 17.8%

Results for CC(=O)OCc1c(COC(C)=O)[n+](=O)c2ccccc2n1[O-] ?
TDP-43 yeast inh: 0.0%; MmCpn inh: 0.7%; aSyn rescue: -5.9%; PTHR1 agonist: -22.8%; Abeta yeast res: 5.2%; HEK293 tox: 1.9%; Akt phos inh: inactive; GLP-1R inv ag: 9.9%; FUS yeast rescue: 17.3%

Results for C=CCNC(=S)/N=c1/ccccn1Cc1ccccc1 ?
TDP-43 yeast inh: inconclusive; MmCpn inh: -2.3%; aSyn rescue: 0.0%; PTHR1 agonist: -0.5%; Abeta yeast res: 15.5%; HEK293 tox: -24.4%; Akt phos inh: inactive; GLP-1R inv ag: inconclusive; FUS yeast rescue: -2.1%

What do the screens show for `Cc1cc(N2CCOCC2)nc(-c2ccccc2O)n1`?
TDP-43 yeast inh: 16.3%; MmCpn inh: -1.1%; aSyn rescue: -5.4%; PTHR1 agonist: inactive; Abeta yeast res: 1.6%; HEK293 tox: 6.6%; Akt phos inh: inactive; GLP-1R inv ag: 5.8%

What do the screens show for `CCOC(=O)Cc1nnc(NC(=O)C2CCCCC2)s1`?
TDP-43 yeast inh: 29.4%; MmCpn inh: -0.5%; aSyn rescue: -5.5%; PTHR1 agonist: -45.0%[inhibitor]; Abeta yeast res: -4.0%; HEK293 tox: -3.4%; Akt phos inh: inactive; GLP-1R inv ag: 5.1%; FUS yeast rescue: 10.2%

Results for O=C(Oc1cccc(-c2cnc3ccccc3n2)c1)c1ccco1 ?
TDP-43 yeast inh: 0.3%; MmCpn inh: -3.0%; aSyn rescue: -6.6%; PTHR1 agonist: -22.5%; Abeta yeast res: -1.4%[9.22 µM]; HEK293 tox: -4.7%; Akt phos inh: inactive; GLP-1R inv ag: 44.7%[activator]; FUS yeast rescue: -24.5%

Results for CCn1nnnc1NC(=O)c1cc(Cl)c(OC)c(Cl)c1 ?
TDP-43 yeast inh: 9.0%; MmCpn inh: 1.9%; aSyn rescue: -2.6%; PTHR1 agonist: inactive; Abeta yeast res: -17.9%; HEK293 tox: -10.1%; Akt phos inh: inactive; GLP-1R inv ag: 6.9%; FUS yeast rescue: 2.0%

How did COC(=O)c1ccc(N/C(C)=C/C(=O)c2ccc(C)o2)cc1 do in these assays?
TDP-43 yeast inh: 10.3%; MmCpn inh: 0.4%; aSyn rescue: 0.3%; PTHR1 agonist: inactive; Abeta yeast res: 6.0%; HEK293 tox: -0.3%; Akt phos inh: inactive; GLP-1R inv ag: 16.0%

Results for COc1ccc(NC(=O)Cn2ccn(-c3ccc(F)c(F)c3)c(=O)c2=O)cc1Cl ?
TDP-43 yeast inh: -1.1%; PTHR1 agonist: -7.3%; Abeta yeast res: 3.0%; HEK293 tox: -2.0%; GLP-1R inv ag: 2.8%; FUS yeast rescue: 6.8%

How did COc1ccc(-c2nnc(NC(=O)c3cc(Cl)ccc3Cl)o2)cc1 do in these assays?
TDP-43 yeast inh: 23.1%; MmCpn inh: -5.1%; aSyn rescue: 11.5%; PTHR1 agonist: -19.9%; Abeta yeast res: 2.4%; HEK293 tox: inconclusive; Akt phos inh: inactive; GLP-1R inv ag: inconclusive; FUS yeast rescue: -15.9%

How did O=c1c2ccccc2c(C=NCc2ccccn2)c(O)n1-c1ccccc1 do in these assays?
TDP-43 yeast inh: 10.2%; MmCpn inh: -9.7%; aSyn rescue: -3.1%; PTHR1 agonist: inactive; Abeta yeast res: -6.3%; HEK293 tox: 2.8%; Akt phos inh: inactive; GLP-1R inv ag: 28.6%; FUS yeast rescue: 4.6%

Results for Cc1onc(-c2ccccc2)c1C(=O)N(C)CC(=O)Nc1ccc(F)c(F)c1F ?
TDP-43 yeast inh: 12.5%; MmCpn inh: -4.2%; aSyn rescue: -5.5%; PTHR1 agonist: -7.9%; Abeta yeast res: 4.1%; HEK293 tox: 3.0%; Akt phos inh: inactive; GLP-1R inv ag: inconclusive; FUS yeast rescue: -0.8%

Results for O=C(Nc1ccc(O)c(-c2nc3ccccc3o2)c1)c1sc2ccccc2c1Cl ?
TDP-43 yeast inh: 0.9%; PTHR1 agonist: 28.5%; Abeta yeast res: -19.1%; HEK293 tox: 3.9%; GLP-1R inv ag: 9.5%; FUS yeast rescue: -1.9%

Assay outcomes from PubChem BioAssay.

The list is partial; rates above refer to the full screens.
